# RXFP1 agonist = RXFP1 (human) receptor agonism; Q9HBX9; HEK293T-RXFP1 cAMP TR-FRET, 30 min; response scale: percent of porcine relaxin response, buffer zero; Potency, µM (titrated, usually from 57.5 µM), without a hit: top-dose activation, most hits filed as activators; 370,000 tested, 0.3% active; AID 2676; further: potency means the concentration at half of the fitted maximal effect; on the % scale 0 is the no-effect control and ±100 the full control effect; nearly all actives have a fitted effect of over 60% in size; many of its hits are not listed in these tables
#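 HEK293T cells stably expressing RXFP1 were pretreated with the PDE4 inhibitor Ro 20174, exposed to compounds for 30 min at 37C, lysed, and cAMP was read by TR-FRET. Data normalized to buffer (basal) and 29 nM porcine relaxin (100%).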
# USP1-UAF1 inh = inhibitors of human USP1/UAF1 deubiquitinase | O94782 | recombinant USP1/UAF1, Ub-Rhodamine cleavage fluorescence | Potency, µM (doses to about 57.1 µM), for the others: at the highest dose activity change, negative = inhibition, hits mostly inhibitors | 390,000 tested, 0.23% active; further: potency means the concentration at half of the fitted maximal effect; on the % scale 0 is the no-effect control and ±100 the full control effect; nearly all actives have a fitted effect of over 60% in size; inactives centre near -12
#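 1 nM enzyme complex + cpd, 15 min RT; start with Ub-Rho 150nM final; kinetic fluorescence ex 480/em 540, 6 reads q60 s. Buffer 50mM HEPES pH 7.8, 0.5mM EDTA, 0.1 mg/ml BSA, 1mM TCEP, 0.01% Tween-20.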
# Vif-A3G inh = Vif-A3G binding inhibition; HeLa A3G-eYFP + Vif (tagged APOBEC3G with the HIV-1 protein that degrades it), YFP fluorescence, overnight; AID 602310; Q9HC16; 410,000 tested, 0.076% active; Potency, µM (highest dose often 46.1 µM), without a hit: at the top dose activity, negative = active, most hits filed as inhibitors;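 further: potency means the concentration at half of the fitted maximal effect; on the % scale 0 is the no-effect control and ±100 the full control effect; nearly all actives have a fitted effect of over 60% in size; hits raise eYFP signal because A3G escapes Vif-driven loss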
# Target sequence (Q9HC16 whole entry, looked up): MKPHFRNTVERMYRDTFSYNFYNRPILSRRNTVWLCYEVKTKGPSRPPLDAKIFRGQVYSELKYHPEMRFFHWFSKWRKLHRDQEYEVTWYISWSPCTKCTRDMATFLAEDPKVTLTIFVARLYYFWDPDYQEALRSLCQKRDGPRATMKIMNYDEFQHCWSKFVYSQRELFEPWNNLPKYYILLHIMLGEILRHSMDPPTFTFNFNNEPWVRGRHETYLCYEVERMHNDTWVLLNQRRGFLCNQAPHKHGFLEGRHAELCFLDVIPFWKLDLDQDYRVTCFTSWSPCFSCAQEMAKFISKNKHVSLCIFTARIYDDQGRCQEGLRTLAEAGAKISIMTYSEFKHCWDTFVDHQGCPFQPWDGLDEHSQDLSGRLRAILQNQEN
#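 Read-out is eYFP fluorescence (Ex 488/Em 500-530) from Vif-expressing HeLa A3G-eYFP cells; more signal means A3G escaped Vif-mediated degradation. Cells plated overnight, compound pinned in, incubated overnight at 37 deg C.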
# LDHA inh = blocks human lactate dehydrogenase A; purified LDHA, NADH/diaphorase-resazurin fluorescence; active compounds read low; P00338; 480,000 tested, 0.15% active; activity change, % (values are at about 110 or 230 µM); in the data active means activity change below about -30%; inconclusive means mostly about -25% to -30%;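 further: plate controls were DMSO wells for no effect and wells without enzyme for full effect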
#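 Enzyme activity of human lactate dehydrogenase 5 (2 nM; 0.06 mM NADH, 0.2 mM pyruvate, 5 min, RT) is measured via a resazurin/diaphorase fluorescence readout of residual NADH.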
# IDH1 R132H inh = inhibitors of human mutant IDH1 R132H | O75874 | IDH1-R132H enzyme, NADPH consumption, diaphorase/resazurin fluorescence | Potency, µM (doses to about 76.6 µM), for inactives: at the top dose activity change, negative = inhibition, usual class: inhibitors | 390,000 tested, 0.093% active; further: potency means the concentration at half of the fitted maximal effect; on the % scale 0 is the no-effect control and ±100 the full control effect; nearly all actives have a fitted effect of over 65% in size
# Target sequence (O75874 whole entry R132H, stated change not applied): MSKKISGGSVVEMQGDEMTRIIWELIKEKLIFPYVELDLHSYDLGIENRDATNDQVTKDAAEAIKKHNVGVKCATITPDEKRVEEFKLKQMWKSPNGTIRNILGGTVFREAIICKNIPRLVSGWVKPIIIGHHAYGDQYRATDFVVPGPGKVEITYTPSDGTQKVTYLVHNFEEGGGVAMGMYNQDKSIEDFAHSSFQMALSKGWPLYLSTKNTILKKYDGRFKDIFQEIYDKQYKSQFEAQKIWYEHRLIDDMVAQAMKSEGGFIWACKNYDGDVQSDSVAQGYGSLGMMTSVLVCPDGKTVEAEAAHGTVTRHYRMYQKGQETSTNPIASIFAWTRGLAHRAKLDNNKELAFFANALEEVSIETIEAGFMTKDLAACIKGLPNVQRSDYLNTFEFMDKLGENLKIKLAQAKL
#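 IDH1-R132H (0.5 ug/mL) preincubated 30 min with compound, then NADPH (0.016 mM) and alpha-KG (2 mM) added; 80 min at RT, pH 7.5. Remaining NADPH coupled via diaphorase/resazurin to fluorescence (540/590 nm); concentration-response curves normalized to no-enzyme control.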
# Glioma ERSR ind = inducers of ER stress response in human glioma cells | U87-MG GRP78 promoter luciferase reporter, 16 h | Potency, µM, without a hit: at the highest dose activation, most hits filed as activators | 420,000 tested, 0.02% active | AID 602332; further: potency means the concentration at half of the fitted maximal effect; series mostly up to about 76 µM; % of control where 0% means no effect; nearly all actives have a fitted effect of over 35% in size
#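 ERSR induction read as luciferase luminescence (Bright-Glo, 10 min at room temperature) in stably transfected human U87-MG glioma cells exposed to compounds for 16 h, using GRP78 as sensor.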
# PI4K2A block = PI4K2A (human) kinase inhibition. Q9BTU6. purified PI4K2A, ADP-Glo luminescence, 1 h; active compounds read low. activity change, negative = inhibition, % at 76.9 µM. 420,000 tested, 0.13% active; in the data active means activity change below about -50%; inconclusive means mostly about -30% to -49%;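 further: -100% = wells without enzyme as full effect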
#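 ADP-Glo luminescence measured ADP generated by PI4K2A enzyme (4 ug/mL before mixing) with 1.2 mM PI substrate (pre-mix) and 300 microM ATP (pre-mix). Tris pH7.5 buffer with MgCl2, Triton X-100; 1 h reaction at ambient temperature.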
# Vif-APOBEC3F blk = blocks the Vif interaction with APOBEC3F; HeLa A3F-eYFP + Vif (tagged APOBEC3F with the HIV-1 protein that degrades it), YFP fluorescence increase; Potency, µM (titrated, usually from 46.1 µM), for the others: at the top dose activity, negative = active; 390,000 tested, 0.2% active; AID 602313; further: potency means the concentration at half of the fitted maximal effect; % of control where 0% means no effect; nearly all actives have a fitted effect of over 65% in size
#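 HeLa cells stably expressing A3F-eYFP plus Vif, plated and incubated overnight at 37 deg C, then exposed to compounds overnight at 37 deg C. Blocked degradation read as raised yellow fluorescence (Ex 488/Em 500-530).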
# TrxR1 substrate = rat thioredoxin reductase 1 substrate activity; Potency, µM (titrated, usually from 114 µM), inactives show top-dose activity change, negative = substrate turnover; O89049; 390,000 tested, 0.01% active; purified TrxR1 substrate turnover, NADPH consumption readout; further: potency means the concentration at half of the fitted maximal effect; on the % scale 0 is the no-effect control and ±100 the full control effect; nearly all actives have a fitted effect of over 50% in size
#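 Rat TrxR1, dispensed at 90 nM, was prereduced with 400 uM NADPH (final) for 5 min at ~22 deg C, then incubated with compound 15 min before 400 uM selenite. A first-read NADPH fluorescence drop versus no-compound background flagged substrates.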
# An asterisk follows results filed as active; ? = inconclusive; · = no result given; & = joins results of further samples; [ ] = remark or other dose. Unless noted, the call rests on the fitted dose curve; in most records, active means well fitted curve in the direction sought with a large enough effect; inconclusive means small, poorly fitted or top-dose-only effect, or another doubt; inactive means no such curve, though single readings can be large; an effect the other way counts as inactive or inconclusive. Some of the compounds tested. The share of hits here may be higher or lower than overall.
SMILES	RXFP1 agonist	USP1-UAF1 inh	Vif-A3G inh	LDHA inh	IDH1 R132H inh	Glioma ERSR ind	PI4K2A block	Vif-APOBEC3F blk	TrxR1 substrate
C[C@H](O)[C@@H]1C(=O)N2CCc3ccc(N4CCN(C)CC4)cc3[C@@H]2C[C@@H]1N(C)C(=O)c1ccco1	·	-24.9%	1.0%	-3.8	-0.5%	-0.2%	-2.3	-7.0%	·
Cc1cc(=O)n2[nH]c(-c3ccccc3)cc2n1	-1.2%	-6.4%	2.4%	2.4	0.7%	2.2%	1.4	-1.3%	45.6%[activator]
Cc1csc(NC(=O)c2cc(C)nc3ccccc23)n1	0.4%	?	0.2%	-13.7	-1.7%	1.1%	10.5	6.2%	-5.5%[57.1 µM]
COc1ccc(-c2nc(Cn3c(SCc4ccccc4F)nc4ccncc43)c(C)o2)cc1OC	0.3%	-17.6%	2.7%	-0.2	0.0%	-1.0%	-2.1	5.6%	0.9%
Cc1cccc(Cn2c(CNS(=O)(=O)c3ccc4c(c3)CCCC4)nc3cccnc32)c1	1.5%	-29.2%	3.1%	-4.8	-13.0%	-3.1%	-0.5	-15.5%	3.5%[57.1 µM]
COC(c1ccc(Cl)cc1)(c1ccc(Cl)cc1)C(Oc1nccc(C)n1)C(=O)O (stereo not drawn)	3.1%	-18.6%	-2.3%	1.4	7.9%	-0.7%	-0.6	-1.3%	5.7%
COc1ccc(CNC(=O)Cn2c(=O)nc(-c3ccccc3)c3cc(Cl)ccc32)cc1OC	0.1%	-23.0%	11.7%	-0.7	-10.4%	0.0%	8.7	0.6%	4.7%[57.1 µM]
O=C(Cc1ccccc1)NCCc1csc2nc(-c3ccc(Cl)cc3)nn12	4.1%	-15.3%	0.2%	-9.6	-6.2%	-1.0%	0.1	3.0%	0.0%[57.1 µM]
COC(=O)c1cn(NC(=O)Cn2nc([N+](=O)[O-])c(Cl)c2C)c(=O)c2ccccc12	0.0%	-10.2%	0.7%	-7.5	-1.4%	-4.5%	0.7	0.2%	7.3%[57.1 µM]
CCOc1ccc(CNC(=O)C(=O)c2cn(CC(=O)N3CCOCC3)c3ccccc23)cc1OC	0.4%	-7.7%	2.6%	-6.8	-3.0%	-0.5%	-0.9	6.6%	-7.9%
CC(CCc1ccccc1)C(=O)NO (stereo not drawn)	-0.7%	-17.4%	2.9%	-6.4	0.0%	0.1%	3.2	-0.1%	-3.3%
COc1ccccc1NC(=O)Cc1nc(=O)[nH]c(=O)[nH]1	·	-34.0%	-1.0%	-7.9	12.5%	-5.2%	0.6	0.6%	·
Oc1ccc2ccccc2c1C1Nc2cccc3cccc(c23)N1	4.3%	-6.5%	-13.4%	25.3	3.4%	-4.8%	-20.2	-5.5%	-10.8%
O=C(O)CCCNc1ccc(S(=O)(=O)Nc2ccccc2C(=O)O)cc1C(=O)O	0.4%	-15.6%	0.5%	-9.3	1.7%	-2.7%	-3.1	-7.3%	30.1%
O=C(NNC(=O)c1ccc2c(=O)n3c(nc2c1)CCC3)c1ccc(F)cc1	2.4%	-8.1%	-0.5%	-4.7	9.9%	-2.8%	-13.7	1.1%	2.0%
CCCCN(CCCC)CC(O)CN1C(=O)NC(C)(C)C1=O (stereo not drawn)	-0.4%	-18.0%	1.5%	-5.7	8.4%	-6.0%	4.9	0.5%	-2.2%
Cc1cc(N/C(=N\S(=O)(=O)c2ccc(Cl)cc2)c2ccc(F)cc2)no1	-0.1%	-9.4%	0.2%	5.4	2.9%	-3.7%	2.4	1.9%	2.3%
COCCSc1ccccc1C(=O)N1CCCC1	-2.6%	-4.2%	0.3%	-3.5	-0.1%	-3.6%	-2.2	7.5%	-3.1%
O=C(CCNC(=O)c1ccco1)Nc1ccccc1N1CCOCC1	2.3%	-18.8%	2.0%	-4.0	-5.6%	1.2%	0.2	12.1%	-3.2%
O=C(CN1C(=O)COc2ccc(S(=O)(=O)N3CCCC3)cc21)N1CCN(c2ccccc2F)CC1	-0.1%	-24.2%	-4.2%	-6.3	20.9%	-1.2%	6.3	1.4%	5.2%
CCN(C(=O)COC(=O)C1CCN(S(=O)(=O)c2cccs2)CC1)c1ccccc1	-0.9%	-19.1%	0.8%	-0.9	1.4%	-2.4%	-0.6	1.1%	3.4%[57.1 µM]
Cc1cc(C)c(S(=O)(=O)c2ccccc2C)c(OCC(C)(C)C)n1	-0.6%	?	-9.8%	4.7	5.1%	-5.5%	-2.8	-17.2%	-3.2%[57.1 µM]
CN(CCC1CCCCO1)C(=O)CCc1nnc(C2CCCCC2)o1 (stereo not drawn)	0.3%	-1.0%	3.4%	-8.1	2.4%	-0.8%	-1.4	-16.8%	2.1%
Cc1ccc(S(=O)(=O)N(C)CC(=O)OCC(=O)c2c(N)n(C)c(=O)n(C)c2=O)cc1	5.2%	-8.0%	0.6%	-6.3	-2.4%	-1.4%	-17.9	-9.4%	5.8%[57.1 µM]
Cc1ccc(NC(=O)c2c(C)nc3sc(C(=O)Nc4ccc(F)cc4)c(N)c3c2-c2ccc(Cl)cc2)c(C)c1	12.5%	-23.1%	-5.6%	-4.6	-19.6%	3.0%	0.4	1.4%	14.2%
CN1CCC(OC(=O)C23CCC(C)(C(=O)O2)C3(C)C)CC1 (stereo not drawn)	0.0%	-4.3%	-4.7%	-2.9	4.0%	-2.7%	-2.9	-4.7%	10.7%
Cc1cc(NS(=O)(=O)c2ccc(NC(=O)c3ccco3)cc2)no1	4.3%	-14.6%	3.2%	-2.1	1.5%	-2.8%	-8.6	1.4%	-8.2%
O=C(NCC1CCCO1)C(c1ccc(F)cc1)N(CC1CCCO1)C(=O)c1ccc(-c2ccccc2)[nH]1 (stereo not drawn)	-0.7%	-15.7%	-4.2%	-4.2	0.0%	-2.2%	-0.4	-0.1%	3.1%
COc1ccc(-c2cc(=O)oc3c(C)c(OC(C)C(C)=O)ccc23)cc1 (stereo not drawn)	1.5%	-11.3%	-6.1%	-9.5	0.0%	-1.5%	-3.1	-6.6%	-8.7%
O=C1CCN(Cc2ccc([N+](=O)[O-])cc2)CCN1CCO	-0.1%	-7.7%	0.4%&1.9%	0.7	13.5%	-3.6%&-3.1%	-1.5	-1.5%	-3.1%&0.4%
Cc1ccc(CN(CC(=O)NC2CCCC2)C(=O)CSc2nnc(COc3ccccc3)o2)cc1	-1.5%	-7.0%	2.3%	-11.9	-5.0%	-6.5%	-1.3	3.9%	-3.7%
O=C(Nc1ccc(N2C(=O)C3C4C=CC(C4)C3C2=O)cc1)Nc1nncs1 (stereo not drawn)	0.3%	-3.9%	0.4%	-4.7	-8.3%	1.1%	-3.2	-0.7%	-1.7%
CCCc1nnc(NC(=O)COc2ccc3c(c2)OCO3)s1	3.9%	-33.2%	-5.4%	-3.9	9.5%	-0.2%	-0.6	-2.7%	-0.3%
Cc1cc(-c2ccc(C)c(S(=O)(=O)N(Cc3cccs3)C(C)C)c2)on1	0.7%	-21.0%	-5.2%	-4.8	41.3%[activator]	-3.2%	1.9	-0.9%	-9.4%[57.1 µM]
Cc1nn(-c2ccccc2)nc1CNC(=O)CC(C)(C)C	0.2%	-2.5%	0.8%	-11.6	-2.9%	-2.3%	-1.9	4.3%	-3.3%
COc1cc(Cl)c(C)cc1NC(=O)COc1ccccc1[N+](=O)[O-]	4.0%	-11.3%	2.9%	-0.8	1.9%	1.9%	-2.6	0.1%	-7.7%
COc1ccc(C(=O)NC(=S)Nc2ccccc2F)cc1	0.7%	-1.7%	1.1%	-4.3	6.0%	5.7%	1.9	-1.0%	-12.4%
CCCc1nnc(NC(=O)c2cc(OC)cc(OC)c2)s1	0.8%	-3.7%	-9.4%	-8.1	3.4%	2.5%	-1.0	-18.8%	5.2%
NC(=O)COc1ccc(/C=N\NC(=O)c2ccc(-c3ccccc3)cc2)cc1	4.6%	-3.7%	0.2%	-9.6	0.5%	?	-2.9	-7.4%	77.2%[activator]
Cc1ccc(CNC(=O)CCS(=O)(=O)c2cccc3nonc23)cc1	3.0%	2.9%	-0.4%	-3.1	8.3%	-4.1%	-0.5	-9.8%	-7.8%
Cc1c(C2N3CC4(C)CN2CC(C)(C3)C4=O)c2ccccc2n1C (stereo not drawn)	1.8%	-22.2%	-0.7%	0.0	8.1%	1.5%	9.4	-2.7%	-3.2%
COc1ccc(NC(=O)/C(=C/c2cccnc2)NC(=O)c2cccs2)cc1	-1.4%	2.8%	0.8%	-4.8	-1.6%	-3.0%	2.1	-13.2%	-3.5%
O=C(Nc1ccc2nn(-c3ccccc3)nc2c1)c1ccc(-c2cccc(Cl)c2)o1	6.4%	-23.6%	-10.0%	0.0	-20.1%	-2.2%	-1.2	?	57.0%[activator]
